Screening results deposited in PubChem by National Center for Advancing Translational Sciences (NCATS).
A549 tox = kills or reduces viability of A549 cells in Nrf2 counter-screen; A549 ARE-Fluc cells, CellTiter-Fluor viability, 18-24 h; Potency, µM (series often up to 46 µM), inactives show at the highest dose activity change, negative = cytotoxicity, actives largely listed as inhibitors; 390,000 compounds, 0.16% hits; AID 504648; note: potency is the fitted concentration of half-maximal effect; % is set by controls: 0 for no effect and ±100 for the full control effect
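A549 ARE-Fluc cells in 5% FBS OPTI-MEM, 5000 cells/well, rested 2 h then exposed to compounds in concentration-response for 18-24 h at 37 °C. Viability by CellTiter-Fluor fluorescence (Ex 405/Em 525) after 30 min; luciferase luminescence (BugLite, 15 min, RT) read afterwards.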
EPAC2 ag = activates human EPAC2 exchange factor; Q8WZA2; EPAC2 activation, biochemical qHTS; response scale: 100% = 6.5 mM cAMP response; Potency, µM (titrated, usually from 154 µM), for inactives: top-dose activation, actives largely listed as activators; 360,000 compounds, 0.079% hits; AID 720711; note: potency is the fitted concentration of half-maximal effect; nearly all actives have a fitted effect of over 50% in size
Target sequence (Q8WZA2 whole entry, looked up): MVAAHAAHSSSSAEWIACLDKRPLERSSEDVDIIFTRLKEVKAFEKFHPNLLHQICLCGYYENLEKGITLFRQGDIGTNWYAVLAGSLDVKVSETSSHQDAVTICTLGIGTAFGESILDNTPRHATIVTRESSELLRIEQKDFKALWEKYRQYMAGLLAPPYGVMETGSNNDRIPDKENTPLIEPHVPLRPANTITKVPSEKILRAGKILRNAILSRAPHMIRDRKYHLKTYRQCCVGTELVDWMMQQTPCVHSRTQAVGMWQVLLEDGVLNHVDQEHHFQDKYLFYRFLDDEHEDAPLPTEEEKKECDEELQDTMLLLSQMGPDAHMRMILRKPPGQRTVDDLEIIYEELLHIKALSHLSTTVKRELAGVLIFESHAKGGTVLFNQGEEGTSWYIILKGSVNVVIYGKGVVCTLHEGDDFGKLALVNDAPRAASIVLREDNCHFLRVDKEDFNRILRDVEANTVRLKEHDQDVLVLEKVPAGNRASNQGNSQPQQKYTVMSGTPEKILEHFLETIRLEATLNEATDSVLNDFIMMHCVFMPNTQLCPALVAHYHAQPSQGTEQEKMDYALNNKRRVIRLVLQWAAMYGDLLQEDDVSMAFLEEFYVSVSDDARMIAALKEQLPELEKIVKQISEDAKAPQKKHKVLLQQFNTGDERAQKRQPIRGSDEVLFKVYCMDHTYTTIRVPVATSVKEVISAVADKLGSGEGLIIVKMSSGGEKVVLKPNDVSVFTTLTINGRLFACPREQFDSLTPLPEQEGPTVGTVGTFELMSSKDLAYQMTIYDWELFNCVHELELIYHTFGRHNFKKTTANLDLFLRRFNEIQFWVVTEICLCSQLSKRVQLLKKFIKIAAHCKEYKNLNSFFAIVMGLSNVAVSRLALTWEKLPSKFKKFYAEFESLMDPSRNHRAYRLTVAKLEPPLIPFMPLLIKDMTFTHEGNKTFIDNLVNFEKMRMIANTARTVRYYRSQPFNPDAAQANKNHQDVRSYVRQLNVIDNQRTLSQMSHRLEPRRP
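qHTS, titration series. 100 nM EPAC2 / 250 nM Rap1B-BODIPY-GDP / 50 uM GDP; RT; ex 480/em 540 nm, 5-min reads to 30 min. Norm. to 6.5 mM cAMP = activation.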
TGFb inhibitor = blocks TGF-b signaling | HepG2 CAGA-GFP TGF-b/SMAD3 reporter, GFP fluorescence, 18 h; TGF-beta stimulated, 500 pg/mL final | Potency, µM (highest dose often 46.1 µM), for inactives: at the top dose activity, negative = inhibition, actives largely listed as inhibitors | 410,000 compounds, 1.2% hits | AID 588855; note: potency is the fitted concentration of half-maximal effect; % is set by controls: 0 for no effect and ±100 for the full control effect; nearly all actives have a fitted effect of over 65% in size
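HEPG2 CAGA-GFP, 1000 cells/well; 2 h settle, 37 C; cpd via pin tool; TGF-b 500 pg/mL final; 18 h, 37 C; GFP imaging ex488/em500-530; %Activity normalised to -TGF-b and +DMSO controls; CRC fit, curve class.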
Nrf2 activator = activates Nrf2 signaling; AID 624171; AREc32 ARE-luciferase reporter (MCF7-derived line), luminescence, 24 h; Potency, µM (top dose mostly 46.1 µM), without a hit: top-dose activation, actives largely listed as activators; 410,000 compounds, 0.31% hits; note: potency is the fitted concentration of half-maximal effect; % of control where 0% means no effect; nearly all actives have a fitted effect of over 65% in size
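AREc32_Fluc, 1000 cells/well, OPTI-MEM + 5% FBS, o/n 37 deg C 5% CO2; 23 nL cpd by pin tool, 24 hr; Steady-Glo 30 min RT, luminescence.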
Nrf2 inh = inhibitors of Nrf2 signaling; A549 ARE-Fluc reporter, luciferase luminescence, 18-24 h; Potency, µM (highest dose often 46 µM), for the others: at the top dose activity change, negative = inhibition, most hits filed as inhibitors; 360,000 compounds, 2.1% hits; AID 504444; note: potency is the fitted concentration of half-maximal effect; % is set by controls: 0 for no effect and ±100 for the full control effect; nearly all actives have a fitted effect of over 60% in size
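Two sequential reads on A549 ARE_Fluc cells exposed to compound for 18-24 h: a CellTiter-Fluor fluorescence read for viability, then a luciferase luminescence read for Nrf2/ARE activity.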
IL2 activator = activates IL-2 in a cell-based reporter assay; IL-2 activation reporter assay, cell-based qHTS; stimulated with anti-CD3/CD4/CD28 beads; in transgenic mouse T cells; activation, % (series mostly up to about 46 µM); 360,000 compounds, 0.065% hits; in the data active = activation above about 50%; inconclusive = mostly about 30% to 49%; note: 0% is about no effect
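Screening format: compound pinned onto unstimulated transgenic mouse T cells, 60 min incubation, then anti-CD3/anti-CD4/anti-CD28 bead stimulation for 18 hours at 37 degrees C, followed by EGFP and DsRed detection.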
ATXN viability = cell viability loss in ATXN counter-screen; S2 cells (HEK-293 line with an ATXN2-luciferase reporter) viability, CellTiter-Fluor protease fluorescence, 24 h; Potency, µM (highest dose often 56.7 µM), actives largely listed as cytotoxic; 400,000 compounds, 0.49% hits; AID 651635; note: potency is the fitted concentration of half-maximal effect; nearly all actives have a fitted effect of over 40% in size
ATXN2 expr inh = inhibitors of ATXN2 expression; HEK-293 ATXN2-luciferase reporter, luminescence, 24 h; Potency, µM (highest dose often 57 µM), without a hit: at the top dose activity change, negative = inhibition, usual class: inhibitors; 360,000 compounds, 0.72% hits; note: potency is the fitted concentration of half-maximal effect; % is set by controls: 0 for no effect and ±100 for the full control effect; nearly all actives have a fitted effect of over 55% in size
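qHTS (up to 57 uM final) was run with 24 h compound exposure of reporter cells at 37 °C. Each well was multiplexed: SteadyGlo luminescence measured ATXN2-luciferase expression after a fluorogenic Gly-Phe-AFC viability readout (25 uM final).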
HepG2 tox = kills HepG2 cells in TGF-b inhibitor counter-screen; Potency, µM (titrated, usually from 46.1 µM), without a hit: at the highest dose activity change, negative = cytotoxicity, most hits filed as cytotoxic; HepG2 CAGA-GFP viability, ATP luminescence, 18 h; 410,000 compounds, 0.76% hits; note: potency is the fitted concentration of half-maximal effect; some results filed as inactive show a strong effect at the top dose
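CellTiter-Glo luminescence gave cytotoxicity after 18 hours at 37 degrees C. The cells were HepG2 CAGA-GFP in 1% FBS DMEM, stimulated with 500 pg/mL TGF-beta after compound addition. %Activity was normalised to no-cell wells (complete cell-killing) and DMSO (no toxicity), and curves were fitted and classified.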
* marks the source's active call; other numbers are inactive results; i = inactive; ? = inconclusive; nt = not tested or not shown; [ ] = remark or other dose. Unless noted, calls come from the whole dose curve; as a rule, active = well fitted curve in the direction sought with a large enough effect; inconclusive = small, poorly fitted or top-dose-only effect, or another doubt; inactive = no such curve, though single readings can be large; an effect the other way counts as inactive or inconclusive.

SMILES	A549 tox	EPAC2 ag	TGFb inhibitor	Nrf2 activator	Nrf2 inh	IL2 activator	ATXN viability	ATXN2 expr inh	HepG2 tox
CCOc1ccccc1NC1=C(Cl)C(=O)N(c2ccc(OC)cc2)C1=O	-2%	12%	1%	8.5%	-28%	-4.7	i	-11%	-25%
COCC(=O)N(Cc1cc2ccc(C)cc2[nH]c1=O)c1ccc(C)cc1C	-1%	-1%	-4%	0.3%	-18%	0.2	i	3%	8%
Cc1ccc(-c2cc(C(F)(F)F)n3nc(-c4ccc(Cl)cc4)cc3n2)cc1	-5%	nt	-10%	-0.3%	6%	nt	i	-3%	-2%
N#Cc1ccccc1CSc1nc2ccc(NC(=O)c3ccccc3C(=O)O)cc2s1	6%	5%	-18%	2.6%	?	0.3	i	65%[activator]	-18%
CN1CCN(C(=O)c2ccc(S(=O)(=O)c3ccc(Br)cc3)cc2)CC1	-3%	4%	6%	0.1%	-27%	-2.8	i	0%	11%
COCCOC(=O)c1[nH]c2c(c1C)C(=O)CC(c1cc(OC)ccc1OC)C2 (stereo not given)	-6%	-1%	-25%	-2.0%	7%	-0.4	i	-18%	-23%
CCc1cc(C(=O)OC)c(NC(=O)CC2Sc3ccc(C(F)(F)F)cc3NC2=O)s1 (stereo not given)	-8%	-18%	13%	-0.1%	10%	2.0	i	11%	0%
CSc1ccc(NC(=O)Nc2cccn(Cc3ccccc3)c2=O)cc1	?	10%	0%	3.3%	12µM*	-3.9	i	1%	-19%
Cc1cc(C(=O)Nc2c(C)n(C)n(-c3ccccc3)c2=O)on1	0%	7%	0%	-0.9%	-1%	-2.2	i	-5%	-1%
CCCS(=O)(=O)N1CCN=C1SCc1ccc(C)cc1	0%	10%	-10%	0.3%	-9%	0.8	nt	nt	-14%
Cc1cc(C)c2c(=O)c3c(oc2c1)C(=O)N(CCO)C3c1cccc(O)c1 (stereo not given)	11%	-6%	-1%	-0.5%	?	1.0	i	-9%	8%
COCc1cc(C)nc(OCC(=O)N/N=C/c2ccc(OC)c(O)c2)c1C#N	4%	12%	-1%	2.9%	0%	1.0	i	nt	10%
Cc1ccccc1NC(=O)NC1(C(=O)NCc2ccco2)CCCCC1	2%	3%	6%	-0.1%	-13%	-0.6	i	-1%	-15%
O=C(Nc1ccccc1C(=O)O)c1cc(S(=O)(=O)N2CCCCCC2)ccc1Cl	0%	2%	10%	-0.3%	-5%	-0.3	i	3%	9%
CC1(C(=O)OCC(=O)Nc2ccccc2Cl)CC1(Cl)Cl (stereo not given)	10%	6%	15%	0.3%	-2%	-1.0	i	2%	1%
Nc1ccccc1Nc1ccc([N+](=O)[O-])cc1[N+](=O)[O-]	-9%	2%	13%	2.3%	0%	-0.4	i	-22%	2%
CC(=O)N1CCCc2cc(S(=O)(=O)N3CCc4ccccc4C3)ccc21	-1%	-8%	-8%	-0.2%	-30%	-1.8	i	5%	-24%
Cc1ccc(-c2nc(CS(=O)(=O)CC(=O)N3CC(C)CC(C)C3)c(C)o2)cc1 (stereo not given)	-9%	-1%	-18%	-0.1%	21µM*	-2.9	i	?	-13%
CCc1cc(Cn2nc(C(=O)O)cc2-c2ccccc2)on1	-2%	10%	4%	-1.8%	4%	0.1	i	6%	0%
CC(Sc1nc2ncc(Cl)cc2[nH]1)C(=O)c1c(N)n(C)c(=O)n(C)c1=O (stereo not given)	-3%	2%	-6%	-1.1%	-24%	1.3	?	3%	8%
CCOC(=O)N1CCC(NC(=O)c2ccc3c(c2)N(Cc2ccc(F)cc2)C(=O)c2ccccc2S3(=O)=O)CC1	11%	nt	nt	3.6%	-14%	nt	nt	nt	-22%
COc1ccc(NS(=O)(=O)c2ccc(Oc3ncccn3)cc2)cc1	0%	2%	-7%	0.1%	21µM*	0.0	i	-5%	-7%
COc1cc(/C=N\NC(=O)c2sc(N)nc2C)cc(OC)c1OC	1%	-6%	-16%	6.2%	?	-1.7	i	49%[activator]	-18%
Cc1cc(Cl)c2oc(C(=O)N(C)Cc3nccn3C)c(C)c2c1	-1%	0%	-15%	0.5%	1%	-0.9	i	-4%	-29%
Cn1c(CC(=O)Nc2ccc(Cl)c(Cl)c2)nnc1SCC(=O)N1CCN(c2ccccc2)CC1	-3%	-2%	?	1.9%	nt	-3.5	?	-30%	-18%

Ten structures out of the list, ordered by count of non-hydrogen atoms, ascending:
SMILES	A549 tox	EPAC2 ag	TGFb inhibitor	Nrf2 activator	Nrf2 inh	IL2 activator	ATXN viability	ATXN2 expr inh	HepG2 tox
CC1(C(=O)OCC(=O)Nc2ccccc2Cl)CC1(Cl)Cl (stereo not given)	10%	6%	15%	0.3%	-2%	-1.0	i	2%	1%
Cc1cc(Cl)c2oc(C(=O)N(C)Cc3nccn3C)c(C)c2c1	-1%	0%	-15%	0.5%	1%	-0.9	i	-4%	-29%
COc1cc(/C=N\NC(=O)c2sc(N)nc2C)cc(OC)c1OC	1%	-6%	-16%	6.2%	?	-1.7	i	49%[activator]	-18%
CN1CCN(C(=O)c2ccc(S(=O)(=O)c3ccc(Br)cc3)cc2)CC1	-3%	4%	6%	0.1%	-27%	-2.8	i	0%	11%
CCOc1ccccc1NC1=C(Cl)C(=O)N(c2ccc(OC)cc2)C1=O	-2%	12%	1%	8.5%	-28%	-4.7	i	-11%	-25%
COCC(=O)N(Cc1cc2ccc(C)cc2[nH]c1=O)c1ccc(C)cc1C	-1%	-1%	-4%	0.3%	-18%	0.2	i	3%	8%
COCCOC(=O)c1[nH]c2c(c1C)C(=O)CC(c1cc(OC)ccc1OC)C2 (stereo not given)	-6%	-1%	-25%	-2.0%	7%	-0.4	i	-18%	-23%
O=C(Nc1ccccc1C(=O)O)c1cc(S(=O)(=O)N2CCCCCC2)ccc1Cl	0%	2%	10%	-0.3%	-5%	-0.3	i	3%	9%
CCc1cc(C(=O)OC)c(NC(=O)CC2Sc3ccc(C(F)(F)F)cc3NC2=O)s1 (stereo not given)	-8%	-18%	13%	-0.1%	10%	2.0	i	11%	0%
Cn1c(CC(=O)Nc2ccc(Cl)c(Cl)c2)nnc1SCC(=O)N1CCN(c2ccccc2)CC1	-3%	-2%	?	1.9%	nt	-3.5	?	-30%	-18%

(continued)
SMILES	A549 tox	EPAC2 ag	TGFb inhibitor	Nrf2 activator	Nrf2 inh	IL2 activator	ATXN viability	ATXN2 expr inh	HepG2 tox
O=C(COc1ccc(Cl)cc1)NCCc1csc(-c2ccc(C(F)(F)F)cc2)n1	22%	nt	-5%	2.9%	nt	nt	nt	nt	-66%
O=C1Nc2ccccc2C1=Nc1cccc([N+](=O)[O-])c1	1%	1%	15%	15%	0%	-1.4	i	nt	15%
COc1ccc(CN2CCN(C(=O)Cn3nc(C(=O)O)c4ccccc4c3=O)CC2)cc1F	0%	18%	2%	0.9%	-3%	-2.2	i	0%	-14%
CCc1nc2nc(C)c(NS(=O)(=O)c3ccc(F)c(C)c3)c(=O)n2[nH]1	10%	nt	-2%	-0.4%	?	nt	i	7%	-12%
Cc1ccc(CNCc2ccc3c(c2)OCO3)cc1	8%	12%	18%	-0.1%	-1%	3.8	i	-18%	-2%
N#CC(C#N)=Cc1ccc(OC(=O)c2ccccn2)cc1	4%	-1%	-12%	2.4%	?	-1.6	i	25%	-10%
N#C/C(=C\c1ccccn1)c1nc2ccccc2s1	-1%	-107%[inhibitor]	89%[activator]	18µM*	?	6.5	?	?	-14%
Cc1ccc(C(=O)COC(=O)c2ccc(-c3cnc4ccccc4n3)cc2)cc1C	2%	-8%	-6%	4.3%	10%	-0.3	i	-6%	-30%
Cc1cc(C(=O)N/N=C2\CCCc3ccccc32)c(C)o1	1%	9%	3%	-0.3%	?	1.5	i	59%[activator]	12%
Cc1nn(-c2ccc(F)cc2)c(-n2cccc2)c1C(=O)N1CCN(C(=O)c2ccco2)CC1	3%	7%	-1%	0.4%	-7%	0.6	i	-3%	3%
COCc1cc(C)nc(SCc2ccc([N+](=O)[O-])cc2)c1C#N	11%	5%	0%	-0.1%[9.22 µM]	-14%	-3.3	i	-6%	-21%
CS(=O)(=O)N1CCN(c2ccccc2F)CC1	-7%	6%	10%	0.2%	2%	-3.8	i	-13%	10%
COc1cccc(CN(C)C(=O)c2ccccc2Sc2ccccc2C#N)c1	2%	13%	14%	0.0%	-10%	-4.2	i	-8%	-17%
Cc1ccc(-n2nnc(-c3nc(-c4cccs4)no3)c2N)c(C)c1	0%	nt	6%	3.1%	?	nt	nt	nt	4%
N#Cc1cccc(-c2nnc(SCc3ccccc3C#N)o2)c1	0%	4%	6%	3.2%	?	2.0	?	42%[activator]	3%
N#C/C(=C\c1ccc(-c2ccc(C(=O)O)cc2)o1)C(=O)Nc1ccc(F)cc1	-8%	23%	5%	20%	4%	14	i	nt	3%
Fc1ccc(-c2nc3ccc(Br)cn3c2Cc2ccccc2)cc1	nt	20%	-11%	12%	nt	-2.1	?	10%	-50%
CCN1CCN(C(c2cccc(Cl)c2)c2c(O)cc(C)n(CCOC)c2=O)CC1 (stereo not given)	-9%	nt	-9%	-1.2%	nt	nt	nt	nt	-16%
CC1CCCN(C(=O)c2cn(-c3ccccc3)nc2-c2cccnc2)C1 (stereo not given)	-10%	-7%	-3%	4.2%	6%	-5.3	i	2%	-4%
COc1ccc(CN2CCNC(=O)C2CC(=O)NC2CCCCC2)c(OC)c1 (stereo not given)	0%	2%	?	-0.3%	4%	1.1	i	8%	-33%
